GPR151 ag = activators of human GPR151, primary screen, cell-based, PathHunter beta-arrestin, luminescence; 650,000 tested, 1% active; AID 1508602, 2020; PathHunter beta-arrestin GPR151 cells; G-protein coupled receptor 151 (Homo sapiens), Q8TDV0; activation, % at 11.2 µM; in the data active = activation above about 4.9%;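 also: 0% = median of compound wells and 100% = cells with positive control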
Target sequence (Q8TDV0 whole entry, looked up): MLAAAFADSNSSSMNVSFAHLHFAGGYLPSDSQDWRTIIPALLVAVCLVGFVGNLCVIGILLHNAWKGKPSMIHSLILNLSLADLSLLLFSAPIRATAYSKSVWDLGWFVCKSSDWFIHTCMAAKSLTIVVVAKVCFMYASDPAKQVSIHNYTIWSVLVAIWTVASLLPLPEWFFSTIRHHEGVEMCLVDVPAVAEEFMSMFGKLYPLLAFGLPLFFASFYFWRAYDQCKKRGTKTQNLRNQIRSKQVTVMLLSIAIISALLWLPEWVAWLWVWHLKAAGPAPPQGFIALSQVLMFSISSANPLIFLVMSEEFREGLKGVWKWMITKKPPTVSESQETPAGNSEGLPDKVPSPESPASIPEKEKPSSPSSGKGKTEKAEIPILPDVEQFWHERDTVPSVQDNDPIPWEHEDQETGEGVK
TEAD-YAP block = TEAD-YAP interaction inhibition, primary screen, TEAD-YAP interaction inhibitor project, luminescence, HEK-TIYL cells | AID 1259422, 2018 | inhibition, % at 9.12 µM | 640,000 tested, 1.4% active | TEAD-Gal4/YAP UAS-luciferase luminescence; in the data active = inhibition above about 32%;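 also: 0% = median of test compound wells and 100% = reference inhibitor wells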
MITF primary = MITF inhibitors, primary screen, biochemical, AlphaScreen, human. inhibition, % at 2.6 µM. 650,000 tested, 0.91% active. AID 1259374, 2018. Microphthalmia-associated transcription factor (Homo sapiens), O75030. AlphaScreen MITF homodimerization, bead proximity signal; in the data active = inhibition above about 50%;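 also: 0% = vehicle wells with protein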
Target sequence (O75030 whole entry, looked up): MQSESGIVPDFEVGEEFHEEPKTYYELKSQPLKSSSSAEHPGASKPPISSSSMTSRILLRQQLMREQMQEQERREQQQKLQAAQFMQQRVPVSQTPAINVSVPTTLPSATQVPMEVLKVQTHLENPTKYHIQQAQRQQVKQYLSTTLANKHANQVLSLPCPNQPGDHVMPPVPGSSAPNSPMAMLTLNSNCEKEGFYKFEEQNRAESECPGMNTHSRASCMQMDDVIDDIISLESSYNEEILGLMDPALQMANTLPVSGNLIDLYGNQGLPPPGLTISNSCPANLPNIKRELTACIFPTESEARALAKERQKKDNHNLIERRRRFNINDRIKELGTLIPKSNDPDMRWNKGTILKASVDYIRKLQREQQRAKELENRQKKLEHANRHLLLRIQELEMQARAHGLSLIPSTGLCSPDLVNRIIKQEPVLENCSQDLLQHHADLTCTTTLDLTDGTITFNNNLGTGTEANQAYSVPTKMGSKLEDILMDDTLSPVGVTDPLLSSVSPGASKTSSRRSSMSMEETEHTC
FBW7 activator = FBW7 E3 ligase activators, primary screen, biochemical, AlphaScreen, human. F-box/WD repeat-containing protein 7 (Homo sapiens), Q969H0. normalized activity (activation), % at 26.1 µM. AID 1259310, 2017. AlphaScreen FBW7–phospho-cyclin E peptide binding, activator screen. 650,000 tested, 0.13% active; in the data active = normalized activity above about 1.9%;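 also: purified mutant Fbw7 with reduced substrate affinity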
* marks the source's active call; other numbers are inactive results; · = no result given.

compound | GPR151 ag | TEAD-YAP block | MITF primary | FBW7 activator
Cc1ccc(NC(=O)CCN2C(=O)c3ccccc3S2(=O)=O)cc1C | 0.7 | -5 | 20 | 0.1
O=C(Nn1cnc2ccccc2c1=O)c1cccc(Cl)c1 | 0.1 | -25 | 5 | 0.0
CCOc1cc2c(cc1/C=C1/NC(=O)N(CC(=O)Nc3ccccc3F)C1=O)OCO2 | 1.6 | 4 | 0 | -0.2
O=S(=O)(c1ccc(-c2ccsc2)cc1)C1CCNCC1 | -2.1 | -2 | -2 | -0.1
O=C1c2ccccc2-c2cc(=O)[nH]c3cccc1c23 | 1.8 | 3 | 13 | 0.6
O=C(Nc1cc(C(=O)N2CCc3ccccc3C2)ccc1N1CC2CC(C1)c1cccc(=O)n1C2)c1ccncc1 (stereo unspecified) | -0.3 | -4 | -3 | 0.1
Cc1ccc(C(=O)NCC2CC(Cc3ccc(F)cc3)=NO2)cc1C (stereo unspecified) | 1.0 | 4 | 8 | 0.1
C=CCn1c(SCC(=O)N2CCc3ccccc32)nnc1-c1ccc([N+](=O)[O-])cc1 | -0.8 | 1 | 23 | 0.4
Cc1sc2ncnc(OCC(N)=O)c2c1C | 1.0 | -1 | 6 | 0.0
CN1CCN(CC(=O)N2CCc3ccccc32)CC1 | 1.2 | 3 | 6 | -0.1
O=C1OC(c2cccc(Br)c2)=N/C1=C\c1ccc2ccccc2c1 | -1.5 | -16 | 15 | 0.2
CN(C)c1ccccc1-c1cncc(-c2ccccc2CO)n1 | -0.7 | -8 | 25 | 0.3
O=c1c2cc(N3CCCCC3)ccc2nc(SCc2cc(=O)n3ccccc3n2)n1Cc1ccccc1 | -0.3 | 1 | -11 | 0.0
O=C(Nc1ccc(Cl)c(C(F)(F)F)c1)c1ccc([N+](=O)[O-])cc1Cl | -0.3 | -22 | 15 | 0.0
COc1ccccc1C(=O)Nc1ccc2scnc2c1 | -2.2 | -57 | 9 | 0.1
COc1ccccc1CNS(=O)(=O)c1cc(C(=O)Nc2cccc(C(F)(F)F)c2)ccc1F | 1.5 | 13 | 9 | 0.1
O=C(/C=C/Nc1cccc(C(F)(F)F)c1)c1ccco1 | -1.0 | -45 | 17 | 0.7
O=C1N=c2ccc(F)cc2=C1c1sc(Nc2ccc(F)cc2)nc1O | -0.2 | 9 | 4 | -0.2
N#Cc1c(NC(=S)NC(=O)c2ccc(Br)cc2)sc2c1CCCCCC2 | 2.2 | 2 | -13 | 0.0
COc1ccc(CN2CCN(C(=O)CC3C(=O)NCCN3C)CC2=O)cc1 (stereo unspecified) | 2.2 | -19 | 4 | 0.0
CCOC(=O)C1=C(O)/C(=C/c2ccncc2)SC1=Nc1ccc(Cl)cc1 | 0.5 | -7 | 13 | 0.0
COC(=O)c1ccccc1NC(=O)CCS(=O)(=O)c1cc2c(cc1C)NC(=O)CO2 | -1.5 | -2 | 2 | -0.1
O=C(O)C1CCCN1c1ccc(S(=O)(=O)N2CCOCC2)cc1[N+](=O)[O-] (stereo unspecified) | -0.7 | 0 | 1 | -0.1
CC(=O)NC1(c2ccccc2)CCN(Cc2ccccn2)CC1 | 0.0 | -7 | 3 | -0.2
COc1cccc(-n2c(=S)sc3c(=O)n(-c4ccc(C)cc4)c(SCc4cccnc4)nc32)c1 | 0.4 | 7 | 9 | 0.2
O=C1COc2cc([N+](=O)[O-])ccc2N1 | -0.6 | 2 | -8 | 0.1
CC(C)(C)NC(=O)CSc1nnc(NC(=O)c2ccccc2Cl)s1 | 1.1 | -20 | 3 | 0.0
CCCCCC(=O)Nc1ccc(C(=O)Nc2ccc(C)cc2C)cc1 | 3.5 | -3 | -8 | -0.2
COc1ccc(S(=O)(=O)Nc2cccc(-c3cn4cccc(C)c4n3)c2)cc1OC | -0.6 | -13 | -2 | 0.0
O=C(NCc1ccccc1)c1cc2cc([N+](=O)[O-])ccc2oc1=O | 13* | -2 | 0 | 0.1
Cc1ccccc1C(=O)Nc1ccc2nc(SCC(=O)c3ccc(Br)cc3)sc2c1 | -0.4 | -16 | 1 | 0.0
Cc1ccc(NC(=O)C2CCCCC2C(=O)O)nc1 (stereo unspecified) | -1.3 | 7 | 12 | 0.8
CC(C)(C)CC(=O)N1CCCC(c2nc3c(nnn3Cc3ccc(F)cc3)c(=O)[nH]2)C1 (stereo unspecified) | 1.1 | -1 | 3 | -0.1
COc1ccc(-c2nc(-c3ccc(OC)c(OC)c3)no2)c(OC)c1 | 0.3 | -44 | 7 | -0.1
CCOC(=O)C1(CCOc2ccccc2)CCN(C(=O)C(=O)c2ccccc2)CC1 | -0.7 | -5 | 2 | -0.1
CC(C)Cn1c(SCC(=O)Nc2cccc(O)c2)nc2ccccc2c1=O | -0.6 | 2 | -10 | 0.1
O=[N+]([O-])c1ccc(Nc2c([N+](=O)[O-])ccc3nonc23)cc1 | -1.4 | 13 | -11 | 0.0
CCOc1c(I)cc(/C=N/O)cc1OC | 1.4 | 8 | 4 | 0.0
CCOc1ccc(S(=O)(=O)N2CCSC2c2ccc(C)cc2)cc1 (stereo unspecified) | -1.5 | 2 | -4 | -0.1
COc1ccc(C)cc1NC(=O)Cn1cncc(C)c1=O | -0.4 | -2 | -5 | 0.0

An excerpt of these results, with two lines to a compound.
Every second line gives: GPR151 ag, TEAD-YAP block, MITF primary, FBW7 activator
> O=C(O)C1CCCN1c1ccc(S(=O)(=O)N2CCOCC2)cc1[N+](=O)[O-] (stereo unspecified)
 : -0.7, 0, 1, -0.1
> COc1ccccc1CNS(=O)(=O)c1cc(C(=O)Nc2cccc(C(F)(F)F)c2)ccc1F
 : 1.5, 13, 9, 0.1
> CN1CCN(CC(=O)N2CCc3ccccc32)CC1
 : 1.2, 3, 6, -0.1
> COc1ccc(C)cc1NC(=O)Cn1cncc(C)c1=O
 : -0.4, -2, -5, 0.0
> CCOC(=O)C1=C(O)/C(=C/c2ccncc2)SC1=Nc1ccc(Cl)cc1
 : 0.5, -7, 13, 0.0
> CCCCCC(=O)Nc1ccc(C(=O)Nc2ccc(C)cc2C)cc1
 : 3.5, -3, -8, -0.2

Going on with the list.
compound | GPR151 ag | TEAD-YAP block | MITF primary | FBW7 activator
CN(C(=O)C1CCCN(S(=O)(=O)c2cccs2)C1)C1CCCCC1 (stereo unspecified) | -1.2 | 6 | 40 | 0.0
CCOC(=O)C1CCN(C(=O)CCNC(=O)c2cc(OC)c(OC)c(OC)c2)CC1 | 0.7 | 0 | 4 | 0.1
O=[N+]([O-])c1ccc(Nc2ccccc2)c2nonc12 | 0.7 | 9 | 12 | -0.4
O=C(CNC(=S)N(Cc1ccccc1F)C1CCCCC1)NCC1COc2ccccc2O1 (stereo unspecified) | -1.9 | 3 | 4 | 0.3
COc1cc(C#N)ccc1OCC(=O)c1ccccc1 | -1.8 | -8 | 11 | -0.4
CCN(CC)CCCNc1oc(-c2ccc(F)cc2)nc1C#N | 2.9 | -8 | 3 | 0.0
N#CCCN(C(=S)NCCN1CCOCC1)c1ccc(F)cc1 | 1.0 | 0 | -1 | -0.1
C=CCN(CC=C)S(=O)(=O)Cc1ccccc1 | 0.3 | -7 | -7 | -0.2
O=C(CSc1ncc(-c2ccccc2)nn1)Nc1ccc(Cl)cc1 | 0.6 | 8 | 4 | -0.3
COc1ccccc1-n1c(SCC(=O)N2CCCC2)nc2c(sc(=S)n2-c2ccccc2C)c1=O | 1.6 | 2 | 18 | 0.2
CC(C(=O)Nc1ccc(Cl)cn1)n1cc([N+](=O)[O-])cn1 (stereo unspecified) | 0.0 | 8 | 13 | 0.8
COc1ccc(C(=O)N2CCN(S(=O)(=O)c3ccc(F)cc3)CC2)cc1[N+](=O)[O-] | 0.0 | 10 | 10 | 0.7
C=CCOc1nc2c(c(=O)n(C)c(=O)n2C)n1Cc1ccc(Cl)c(Cl)c1 | -0.9 | 0 | -1 | 0.0
Cc1cccn2c(=O)c3c(nc12)CCN(C(=O)Nc1cccc(F)c1)C3 | 0.2 | -2 | 7 | 0.4
Cc1ccccc1NCC(=O)N/N=C/c1cccc(Cl)c1 | 0.2 | 1 | 3 | -0.2
CN1CCN(c2cc(-c3ccccc3)nc(-c3ccccn3)n2)CC1 | 0.3 | 2 | -5 | 0.0
COc1ccc(-c2cc3nc(C)cc(NCCO)n3n2)cc1 | 0.4 | -14 | 1 | 0.0
CCOC(=O)CSc1nc2c(c(=O)n1C1CCCC1)C1(CCCCC1)Cc1ccccc1-2 | -0.4 | 9 | -1 | -0.2
COc1cc(/C=N\NC(=O)c2cc([N+](=O)[O-])cc([N+](=O)[O-])c2)ccc1O | -0.5 | 6 | -2 | -0.1
Cc1cccc(Nc2ncnc3c2c(-c2ccccc2)cn3-c2cccc(C)c2)c1 | -0.6 | 1 | 17 | 1.0
O=C(c1cc(-c2ccco2)[nH]n1)N1CCN(c2ncccn2)CC1 | -1.5 | 5 | -1 | 0.5
N#C/C(=C\c1ccccc1)C(=O)NC1CCCCCC1 | 0.3 | -13 | 2 | 0.0
O=c1[nH]c2ccc(Cl)cc2c(=O)n1Cc1ccco1 | 0.1 | -8 | 22 | 0.8
COc1ccc(CN2CCNC(=O)C2CC(=O)N(C)Cc2ccon2)c(F)c1 (stereo unspecified) | 0.3 | -2 | 11 | 0.0
CCOc1cc(S(=O)(=O)N2CCN(CC)CC2)ccc1Cl | -1.2 | 3 | 20 | 0.2
COc1cc2nc(SCC(=O)NCC3CCCO3)n(Cc3ccc(Cl)cc3)c(=O)c2cc1OC (stereo unspecified) | 3.0 | -4 | 5 | 0.1
CC(C)C(=O)NCC(c1ccco1)N1CCN(c2ccccc2F)CC1 (stereo unspecified) | -1.6 | 2 | 10 | 0.7
Cc1ccc(CNC(=O)c2cc(Sc3ccccc3Cl)nc3ccccc23)cc1 | 0.1 | 10 | -1 | -0.1
CCc1ccc(NC(=O)C2CCN(S(=O)(=O)c3c(C)[nH]c(=O)[nH]c3=O)CC2)cc1 | 0.6 | -3 | 3 | 0.2
O=C1NC(=O)/C(=C\c2cn(CC(=O)N3CCOCC3)c3ccccc23)S1 | 0.9 | 9 | 16 | 0.2
COC(=O)c1sc2nc(SCC(=O)Nc3ccc(C)c(C)c3)n(N)c(=O)c2c1C | -0.3 | 6 | -3 | 0.2
COc1ccc(NC(=O)c2cccc(NC3=NC4CS(=O)(=O)CC4S3)c2)cc1OC (stereo unspecified) | -0.8 | 6 | 4 | 0.9
CCN(CC)C(=O)CNS(=O)(=O)c1ccccc1N | -0.4 | -18 | 19 | 0.1
COc1ccc(/C=N/NC(=O)CCN2CCN(C)CC2)cc1O | -0.6 | -13 | 44 | -0.1
COc1ccc(OC)c(CN2CCC3(CC2)CC3C(=O)NCCc2ccccc2OC)c1 (stereo unspecified) | 0.3 | -13 | 3 | -0.1
CC(C)(C)N1C(=O)[C@H]2[C@H]3[C@H](O)[C@H](O)C/C(=N\OC[C@@H](O)COCc4ccco4)[C@H]3CC[C@H]2C1=O | 0.8 | · | -15 | 0.0
CCCCOC(=O)C1=C(C)NC(=O)NC1c1ccc(OCC)cc1 (stereo unspecified) | 0.9 | 5 | 0 | -0.3
CCOC(=O)C(=CNc1ccc(C)c(Cl)c1)C(=O)OCC | -0.5 | 5 | 6 | 0.2
COc1ccc(Br)cc1S(=O)(=O)n1ccnc1-c1ccccc1 | -1.7 | -2 | 5 | 0.1
O=C(C1COc2ccccc2O1)N(Cc1cccnc1)c1nc2c(F)cccc2s1 (stereo unspecified) | -0.3 | -11 | 8 | -0.1
COc1ccc(NC(=O)CN(c2ccccc2OC)S(=O)(=O)c2ccc(C)cc2)cc1 | 2.1 | -1 | 7 | 0.0
CCN(Cc1ccncc1)C(=O)c1cc(COc2ccc(F)cc2Cl)on1 | 0.3 | -11 | 1 | -0.1
Cc1ccc([N+](=O)[O-])c(OCCn2cnc3ccccc32)c1 | -0.4 | 2 | 5 | 0.2
COc1ccc(NC(=O)CN2CCN(c3ccccc3Cl)CC2)cc1 | 1.4 | 16 | 2 | 0.0
O=C(NC1(C(F)(F)F)NC(=O)N(C2CCCC2)C1=O)c1ccccc1 (stereo unspecified) | -0.2 | 1 | -7 | 0.2
Cc1cc(C)c2sc(N(Cc3ccccn3)C(=O)C3CCCN3S(C)(=O)=O)nc2c1 (stereo unspecified) | -0.9 | 3 | 6 | 0.2
Cc1ccc(C(=O)NCCc2nnc3n2CCN(C(=O)[C@H]2C[C@@H]4C=C[C@H]2C4)CC3)cc1 | 1.4 | 11 | 3 | 0.0
Cc1ccc(C(=O)NCCN2CCOCC2)cc1C | -0.3 | -11 | 19 | 0.5
CCOC(=O)c1ccc2ncc(C(=O)OCC)c(Nc3cccc(C(C)=O)c3)c2c1 | 0.2 | -9 | 10 | 0.1
COc1ccc(Cl)cc1NC(=O)CN1C(=O)NC(Cc2c[nH]c3ccccc23)C1=O (stereo unspecified) | -1.6 | 16 | 2 | 0.3

Other records follow:
compound | GPR151 ag | TEAD-YAP block | MITF primary | FBW7 activator
CCc1ccc(OCC(=O)NCc2ccccc2OC)cc1 | 5.1* | 3 | 8 | 0.3
COc1ccc(/C=N/NC(=O)C(=O)Nc2cccc(C(F)(F)F)c2)cc1 | -0.9 | -2 | -2 | -0.2
CCc1cc(OCCCN2CCNCC2)ccc1Cl | 0.8 | -5 | 4 | 0.1
C=CCn1c(SCc2c(C)noc2C)nc2sc(-c3ccccc3)cc2c1=O | -0.5 | 9 | 8 | 0.0
COc1ccc(CCNc2nc(-c3ccc(C(=O)NC4CC4)cc3)ncc2C)cc1 | 1.8 | 19 | -3 | 0.1
